GRP78 ERSR act – qHTS for Inducers of the Endoplasmic Reticulum Stress Response (ERSR) in Human Glioma: qHTS; 420,000 compounds, 0.02% hits; Potency, µM, for the others: top-dose activation, hits mostly activators; AID 602332, 2012; U87-MG GRP78 promoter luciferase reporter, 16 h; further: potency means the concentration at half of the fitted maximal effect; series mostly up to about 76 µM; % of control where 0% means no effect; nearly all actives have a fitted effect of over 35% in size
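Stably transfected U87-MG glioma cells carrying a GRP78-based luciferase sensor; 16 h compound incubation. Luminescence end-point read 10 min after Bright-Glo addition at room temperature.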
Vif-A3F inh – qHTS for Inhibitors of Vif-A3F Interactions: qHTS. HeLa A3F-eYFP + Vif (tagged APOBEC3F with the HIV-1 protein that degrades it), YFP fluorescence increase. 390,000 compounds, 0.2% hits. Potency, µM (top dose mostly 46.1 µM), for the others: at the top dose activity, negative = active. AID 602313, 2012; further: potency means the concentration at half of the fitted maximal effect; % of control where 0% means no effect; nearly all actives have a fitted effect of over 65% in size
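Fluorescence increase (Ex 488/Em 500-530) after overnight compound treatment at 37 deg C flags inhibition of Vif-driven A3F-eYFP loss in stable HeLa A3F-eYFP/Vif cells seeded overnight beforehand.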
IDH1 R132H inh – qHTS for Inhibitors of mutant isocitrate dehydrogenase 1 (IDH1): qHTS. 390,000 compounds, 0.093% hits. Isocitrate dehydrogenase [NADP] cytoplasmic (Homo sapiens), O75874. AID 602179, 2012. Potency, µM (top dose mostly 76.6 µM), for the others: at the highest dose activity change, negative = inhibition, usual class: inhibitors. IDH1-R132H enzyme, NADPH consumption, diaphorase/resazurin fluorescence; further: potency means the concentration at half of the fitted maximal effect; on the % scale 0 is the no-effect control and ±100 the full control effect; nearly all actives have a fitted effect of over 65% in size
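IDH1-R132H (0.5 ug/mL dispensed) in pH 7.5 Tris buffer was preincubated 30 min with compound, then given a substrate mix of 0.016 mM NADPH and 2 mM alpha-KG for 80 min at room temperature; remaining NADPH was read by diaphorase/resazurin fluorescence.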
TrxR1 inh – qHTS Assay for Inhibitors of Mammalian Selenoprotein Thioredoxin Reductase 1 (TrxR1): qHTS. Thioredoxin reductase 1, cytoplasmic (Rattus norvegicus), O89049. recombinant rTrxR1, NADPH fluorescence consumption, selenite substrate. Potency, µM (doses to about 114 µM), inactives show at the highest dose activity change, negative = inhibition, most hits filed as inhibitors. 390,000 compounds, 1% hits. AID 588453, 2011; further: potency means the concentration at half of the fitted maximal effect; on the % scale 0 is the no-effect control and ±100 the full control effect; nearly all actives have a fitted effect of over 65% in size
Target sequence (O89049 whole entry, looked up): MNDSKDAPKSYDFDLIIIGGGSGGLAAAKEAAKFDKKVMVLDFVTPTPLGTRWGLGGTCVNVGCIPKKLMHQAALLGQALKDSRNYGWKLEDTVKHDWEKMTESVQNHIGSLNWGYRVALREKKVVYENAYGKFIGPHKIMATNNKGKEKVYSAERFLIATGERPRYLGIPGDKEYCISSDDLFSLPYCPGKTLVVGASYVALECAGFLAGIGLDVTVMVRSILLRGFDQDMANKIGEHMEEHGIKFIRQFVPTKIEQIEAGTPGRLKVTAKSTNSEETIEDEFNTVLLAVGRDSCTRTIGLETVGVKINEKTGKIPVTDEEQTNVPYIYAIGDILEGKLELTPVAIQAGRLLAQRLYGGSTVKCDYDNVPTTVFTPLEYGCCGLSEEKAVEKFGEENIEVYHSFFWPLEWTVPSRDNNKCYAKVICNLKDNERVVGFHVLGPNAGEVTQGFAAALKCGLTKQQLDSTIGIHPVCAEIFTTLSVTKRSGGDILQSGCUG
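Rat TrxR1 (90 nM in the dispensed reagent) was pre-reduced with 400 uM NADPH for 5 min at room temperature, then incubated with compound for 15 min. After 400 uM selenite was added, NADPH fluorescence (Ex 340/Em 450 nm) was followed for 8 min.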
LDHA block – qHTS assay for inhibitors of human lactate dehydrogenase | purified LDHA, NADH/diaphorase-resazurin fluorescence; active compounds read low | activity change, % (values are at about 110 or 230 µM) | 480,000 compounds, 0.15% hits | AID 1347041, 2019; in the data active means activity change below about -30%; inconclusive means mostly about -25% to -30%;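 further: plate controls were DMSO wells for no effect and wells without enzyme for full effect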
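Human LDH5 at 2 nM final in Tris HCl pH 7.4 with 0.06 mM NADH and 0.2 mM pyruvate, reacted 5 minutes at room temperature. Remaining NADH coupled via diaphorase/resazurin; resorufin fluorescence read at 0 and 20 minutes, normalized to enzyme-free and DMSO wells.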
USP1-UAF1 inh – Inhibitors of USP1/UAF1: Primary Screen. Ubiquitin carboxyl-terminal hydrolase 1 (Homo sapiens), O94782. recombinant USP1/UAF1, Ub-Rhodamine cleavage fluorescence. Potency, µM (series often up to 57.1 µM), without a hit: top-dose activity change, negative = inhibition, most hits filed as inhibitors. 390,000 compounds, 0.23% hits. AID 743255, 2014; further: potency means the concentration at half of the fitted maximal effect; on the % scale 0 is the no-effect control and ±100 the full control effect; nearly all actives have a fitted effect of over 60% in size; inactives centre near -12
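1 nM enzyme complex + cpd, 15 min RT; start with Ub-Rho 150nM final; kinetic fluorescence ex 480/em 540, 6 reads q60 s. Buffer 50mM HEPES pH 7.8, 0.5mM EDTA, 0.1 mg/ml BSA, 1mM TCEP, 0.01% Tween-20.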
RGS4 inhibitor – Inhibitors of Regulator of G Protein Signaling (RGS) 4: qHTS; Regulator of G-protein signaling 4 (Homo sapiens), P49798; Transcreener GDP fluorescence polarization, RGS4-accelerated GTP hydrolysis; Potency, µM (series often up to 114 µM), without a hit: top-dose activity change, negative = inhibition, hits mostly inhibitors; 390,000 compounds, 0.039% hits; AID 504845, 2011; further: potency means the concentration at half of the fitted maximal effect; on the % scale 0 is the no-effect control and ±100 the full control effect; nearly all actives have a fitted effect of over 75% in size; some results filed as inactive show a strong effect at the top dose
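MLSMR compounds (23 nl, pin-transferred) preincubated 10 min at room temperature with a 500nM (2x) first reagent, then RGS4 at 900nM (2x) plus Transcreener GDP mix added; fluorescence polarization (620/688 nm) read before and after 90 min at 30 °C.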
TrxR1 substrate – qHTS Assay for Substrates of Mammalian Selenoprotein Thioredoxin Reductase 1 (TrxR1): qHTS; Potency, µM (series often up to 114 µM), without a hit: top-dose activity change, negative = substrate turnover; purified TrxR1 substrate turnover, NADPH consumption readout; 390,000 compounds, 0.01% hits; further: potency means the concentration at half of the fitted maximal effect; on the % scale 0 is the no-effect control and ±100 the full control effect; nearly all actives have a fitted effect of over 50% in size
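Rat TrxR1, dispensed at 90 nM, was prereduced with 400 uM NADPH (final) for 5 min at ~22 deg C, then incubated with compound 15 min before 400 uM selenite. A first-read NADPH fluorescence drop versus no-compound background flagged substrates.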
Vif-A3G inh – qHTS for Inhibitors of Vif-A3G Interactions: qHTS; AID 602310, 2012; DNA dC->dU-editing enzyme APOBEC-3G (Homo sapiens), Q9HC16; HeLa A3G-eYFP + Vif (tagged APOBEC3G with the HIV-1 protein that degrades it), YFP fluorescence, overnight; 410,000 compounds, 0.076% hits; Potency, µM (highest dose often 46.1 µM), for inactives: top-dose activity, negative = active, hits mostly inhibitors;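 further: potency means the concentration at half of the fitted maximal effect; on the % scale 0 is the no-effect control and ±100 the full control effect; nearly all actives have a fitted effect of over 60% in size; hits raise eYFP signal because A3G escapes Vif-driven loss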
Target sequence (Q9HC16 whole entry, looked up): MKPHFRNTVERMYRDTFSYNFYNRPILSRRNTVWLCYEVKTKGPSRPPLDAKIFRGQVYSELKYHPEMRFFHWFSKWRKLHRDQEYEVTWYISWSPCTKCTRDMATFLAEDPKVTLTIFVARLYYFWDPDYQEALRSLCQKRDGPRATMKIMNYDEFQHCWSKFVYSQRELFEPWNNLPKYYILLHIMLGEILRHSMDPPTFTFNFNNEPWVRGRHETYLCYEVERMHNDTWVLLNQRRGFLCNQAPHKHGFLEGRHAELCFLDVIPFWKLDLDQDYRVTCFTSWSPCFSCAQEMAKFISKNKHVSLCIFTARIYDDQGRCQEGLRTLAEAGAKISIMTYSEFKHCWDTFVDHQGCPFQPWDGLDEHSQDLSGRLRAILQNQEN
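Read-out is eYFP fluorescence (Ex 488/Em 500-530) from Vif-expressing HeLa A3G-eYFP cells; more signal means A3G escaped Vif-mediated degradation. Cells plated overnight, compound pinned in, incubated overnight at 37 deg C.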
* = called active by the depositor; ? = inconclusive; . = not tested or not shown; [ ] = remark or other dose. Unless noted, the call rests on the fitted dose curve; in most records, active means well fitted curve in the direction sought with a large enough effect; inconclusive means small, poorly fitted or top-dose-only effect, or another doubt; inactive means no such curve, though single readings can be large; an effect the other way counts as inactive or inconclusive. An excerpt (hit frequency here may not be typical).

Below each SMILES – GRP78 ERSR act	Vif-A3F inh	IDH1 R132H inh	TrxR1 inh	LDHA block	USP1-UAF1 inh	RGS4 inhibitor	TrxR1 substrate	Vif-A3G inh
> CCOC(=O)c1c(C)[nH]c(C)c1S(=O)(=O)N(C)CC(=O)NCc1ccc(Cl)cc1
  -3%	1%	0%	16%[57.1 µM]	-4	-5%	-1%	7%[57.1 µM]	3%
> CCOC(=O)c1ccc(OC(=O)c2cn(-c3ccc(C)cc3)c(=O)c3ccccc23)cc1
  -2%	2%	1%	5%[57.1 µM]	1	6%	-25%	1%[57.1 µM]	-5%
> C#Cc1ccc([C@@H]2C=C(C(=O)OCC=C)O[C@H](OCc3ccc(CO)cc3)C2)cc1
  -1%	-1%	-3%	0%	-1	-19%	24%	-5%	0%
> COc1ccccc1NC(=O)N(C)C[C@@H]1OCc2cn(nn2)CCCC(=O)N([C@@H](C)CO)C[C@H]1C
  -2%	2%	0%	.	3	-19%	.	.	1%
> C/C(=N\Nc1nc(C)cc(=O)[nH]1)C1CC1
  -2%	0%	-2%	16%	1	-19%	-10%	7%	2%
> O=S(=O)(Oc1ccccc1)c1ccc(Cl)c(Cl)c1
  5%	-1%	-1%	-1%	-8	-11%	-17%	-6%	0%
> CNS(=O)(=O)c1ccc(NC(=O)Nc2cccc(F)c2)cc1
  -2%	-9%	0%	-5%	-3	-14%	9%	-9%	-2%
> Cc1cc(C)c(C#N)c(SCc2ccccc2)n1
  0%	-7%	6%	-7%	1	-27%	-19%	-10%	-17%
> CN(C)CCN(Cc1ccco1)C(=O)c1oc2ccccc2c1NC(=O)c1ccccc1
  -1%	-1%	9%	13%	-2	-6%	10%	6%	1%
> Cc1nc(/N=C(\N)NC(=O)N2c3ccccc3Sc3ccccc32)nc2ccccc12
  -3%	-6%	2%	-3%	-4	-14%	?	-8%	0%
> COc1cc(C(C)=O)ccc1OCC(=O)N1CCCC1c1ccc2c(c1)OCCCO2 (stereo not drawn)
  0%	-2%	-2%	.	-4	-22%	.	.	0%
> O=C(CN(Cc1ccccc1Cl)C(=O)c1csnn1)NCc1ccc2c(c1)OCO2
  -3%	-5%	-2%	24%[57.1 µM]	3	-15%	-11%	13%[57.1 µM]	0%
> COc1ccc(C2(O)C(=O)Nc3ccc(C)cc32)cc1OC (stereo not drawn)
  -3%	16%	-3%	-2%[57.1 µM]	-10	-8%	24%	8%[57.1 µM]	-2%
> Cc1c(C(=O)N2CCN(Cc3ccccc3)CC2)oc2c1C(=O)CC(C)(C)C2
  -3%	4%	6%	-2%	2	-22%	-16%	6%	1%
> CN(C)CCCN(C(=O)c1ccc(C(=O)c2ccccc2)cc1)c1nc2ccc(F)cc2s1
  -5%	5%	-1%	23%	-4	-15%	-6%	3%	-18%
> CC(C)C(=O)N1C2CCC1CC(O)(c1ccc(F)cc1)C2 (stereo not drawn)
  -1%	-6%	3%	-3%	-9	-16%	-2%	-5%	-8%
> CCn1c(=O)c(C(=O)Nc2cc(OC)c(OC)c(OC)c2)nc2ccccc21
  4%	-2%	-8%	4%	1	-30%	2%	-2%	0%
> S=C(Nc1ccc(Cl)cc1)N1CCN(Cc2ccccc2)CC1
  0%	0%	2%	-6%	-2	-16%	16%	-8%	1%
> N#CC1=C(N)NC(SCc2ccc(Br)cc2)=C(C#N)C12CCCCC2
  0%	-15%	-1%	31%	-5	-16%	10%	2%	-19%
> COc1ccccc1CN1CCN(C(c2ccccc2)c2ccccc2)CC1
  -5%	-17%	-1%	7%	-10	-19%	4%	-3%	7%

The closing 5 entries of the section above come first, to join the parts:
Below each SMILES – GRP78 ERSR act	Vif-A3F inh	IDH1 R132H inh	TrxR1 inh	LDHA block	USP1-UAF1 inh	RGS4 inhibitor	TrxR1 substrate	Vif-A3G inh
> CC(C)C(=O)N1C2CCC1CC(O)(c1ccc(F)cc1)C2 (stereo not drawn)
  -1%	-6%	3%	-3%	-9	-16%	-2%	-5%	-8%
> CCn1c(=O)c(C(=O)Nc2cc(OC)c(OC)c(OC)c2)nc2ccccc21
  4%	-2%	-8%	4%	1	-30%	2%	-2%	0%
> S=C(Nc1ccc(Cl)cc1)N1CCN(Cc2ccccc2)CC1
  0%	0%	2%	-6%	-2	-16%	16%	-8%	1%
> N#CC1=C(N)NC(SCc2ccc(Br)cc2)=C(C#N)C12CCCCC2
  0%	-15%	-1%	31%	-5	-16%	10%	2%	-19%
> COc1ccccc1CN1CCN(C(c2ccccc2)c2ccccc2)CC1
  -5%	-17%	-1%	7%	-10	-19%	4%	-3%	7%
> O=S(=O)(c1ccccc1)c1nnn2c1nc(NCc1ccc(Cl)cc1)c1sccc12
  -3%	9%	2%	12%	-3	1%	26%	5%	0%
> N#CC1=C(N)Oc2n[nH]c(CSc3ccccc3)c2C12C(=O)Nc1ccccc12 (stereo not drawn)
  -5%	-1%	0%	-15%[57.1 µM]	5	-7%	-1%	9%	1%
> COc1ccc(C(=O)CSc2nc3nc(C)cc(C)n3n2)cc1OC
  -3%	-5%	4%	-22%	-2	-1%	1%	-8%	0%
> CCOc1cc2[nH]c(=S)n(CCc3ccc(OC)c(OC)c3)c(=O)c2cc1OCC
  -4%	-8%	7%	2%	0	-11%	28%	-6%	1%
> NS(=O)(=O)c1cccc(NC(=O)CSc2nnnn2-c2ccccc2)c1
  -1%	0%	0%	14%	-6	-24%	-10%	-1%	0%
> COc1ccc(CN2CCNC(=O)C2CC(=O)N2CCc3ccccc3C2)c(OC)c1 (stereo not drawn)
  -7%	5%	3%	12%	2	-19%	3%	6%	-4%
> O=C(Nc1ccc(S(=O)(=O)N2CCCC2)cc1)c1ccccc1
  0%	-2%	-6%	22%[57.1 µM]	-1	-5%	14%	11%[57.1 µM]	-2%
> CC(=O)CSc1ncnc2sc3c(c12)CCC3
  -2%	-18%	-1%	-7%[57.1 µM]	-5	-4%	-31%	4%	0%
> O=S(=O)(c1ccccc1)N1CCSC1c1ccco1 (stereo not drawn)
  -5%	5%	10%	-21%	5	-6%	-4%	-8%	-7%
> COc1ccc(-n2c3c(cc(C(=O)Nc4cccc(C)n4)c2=O)C(=O)CC(C)(C)C3)cc1
  -3%	-7%	7%	-2%[57.1 µM]	-9	-17%	-5%	8%[57.1 µM]	-2%
> Cc1cc2nc(-c3ccc(SCC(=O)Nc4ccc5c(c4)OCCO5)nc3)[nH]c2cc1C
  11%	?	1%	44%[activator]	2	-24%	2%	25%	?
> Cc1cc(NC(=O)CCNS(=O)(=O)c2cccc3nsnc23)ccc1Br
  -1%	-16%	1%	3%	-3	-6%	-13%	-4%	1%
> NC(=O)C1CCN(C(=O)c2ccc3c(=O)n(Cc4ccco4)c(SCC(=O)c4ccccc4)nc3c2)CC1
  -1%	-8%	1%	-9%[57.1 µM]	-2	-3%	-22%	4%[57.1 µM]	-3%
> CCNCc1nc2cc(OC)c(OC)cc2c(=O)[nH]1
  -3%	-7%	0%	5%	6	-5%	33%	-10%	1%
> O=C(Nc1ccon1)c1sc2cc(Cl)ccc2c1Cl
  3%	-15%	-16%	27%	-3	-27%	12%	4%	-5%
> COC(=O)c1cccc(NC(=S)Nc2cccc(Cl)c2Cl)c1
  -2%	?	-2%	-48%	-6	-21%	-44%	14%[57.1 µM]	1%
> COc1ccc(-c2nc(N)ncc2-c2ccc(Cl)cc2)c(O)c1
  -5%	-11%	-6%	15%	-2	-14%	12%	-3%	0%
> COc1ccc(-c2oc3ncn4nc(COc5cccc(C)c5C)nc4c3c2-c2ccc(OC)cc2)cc1
  -5%	2%	-9%	10%	4	-16%	7%	14%	-4%
> O=P(CCCO)(Cc1ccccc1)Cc1ccccc1
  -5%	1%	-7%	2%	-9	0%	-7%	-7%	1%
> CCn1nc(NC(=O)COC)c2cc3cccc(C)c3nc21
  2%	0%	-8%	10%	-14	-10%	24%	14%	0%

Assay outcomes from PubChem BioAssay.
